# TRPC6 inhibitor: mouse TRPC6 channel inhibitors, primary screen, cell-based, HEK293, membrane potential dye; Short transient receptor potential channel 6 (Mus musculus), Q61143; ACh-evoked depolarization; active compounds read low; B-score at 10 µM; hit rate 1.1% among 310,000;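 active = B-score under library mean minus 3 SD, initial fluorescence not abnormally high, positive integrated signal ratio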;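 also: B-score derived from integrated fluorescence ratio over the kinetic read; more negative B-score means stronger inhibition of depolarization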
# RGS4 pot: RGS4 potentiators or activators, primary screen, cell-based, HEK293 M3R inducible RGS4, calcium flux | carbachol calcium flux Fluo4; active compounds read low | B-score at 10 µM | hit rate 0.92% among 310,000 | AID 463111, 2010;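 active = B-score of the integrated calcium signal more than 4 SD below the library mean, with starting fluorescence not abnormally high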;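 also: negative B-score means reduced calcium response which marks RGS4 activation or potentiation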
#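 test system = M3R-expressing HEK293 line, RGS4 induced by doxycycline | probe or stimulus = carbachol at ECmax as muscarinic agonist stimulus | timing = dye loading 30 min 37 °C, buffer rest 30 min RT | signal = calcium dye Fluo4 fluorescence | evaluation = B score from integrated fluorescence ratio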
# HDAC3 inh: HDAC3 deacetylase inhibitors, primary screen, biochemical, fluorescence, cell-free homogeneous; Histone deacetylase 3 (Homo sapiens), O15379; recombinant HDAC3, fluorogenic peptide/trypsin coupled; inhibition, % at 8.3 µM; hit rate 0.15% among 320,000; in the data active = inhibition above about 26%, passing the limit was not always enough; inconclusive = no clear call, values can overlap the other calls
# Target sequence (O15379 whole entry, looked up): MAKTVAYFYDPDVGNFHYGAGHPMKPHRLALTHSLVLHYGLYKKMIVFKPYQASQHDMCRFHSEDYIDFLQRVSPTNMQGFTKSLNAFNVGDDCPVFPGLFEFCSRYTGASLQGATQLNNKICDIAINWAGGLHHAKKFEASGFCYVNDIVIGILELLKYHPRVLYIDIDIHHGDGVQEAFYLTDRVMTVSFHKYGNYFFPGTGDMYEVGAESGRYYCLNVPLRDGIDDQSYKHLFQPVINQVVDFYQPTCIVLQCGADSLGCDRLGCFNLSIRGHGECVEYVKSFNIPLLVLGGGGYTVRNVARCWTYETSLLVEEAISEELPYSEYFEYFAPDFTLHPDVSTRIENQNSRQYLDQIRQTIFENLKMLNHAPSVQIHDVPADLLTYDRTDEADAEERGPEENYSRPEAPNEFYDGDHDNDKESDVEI
# MrgX1 antagonist: antagonists of human MrgX1 receptor, primary screen, HEK293 cells, Fluo-4 calcium flux. Mas-related G-protein coupled receptor member X1 (Homo sapiens), Q96LB2. BAM8-22 antagonism; active compounds read low. B-score at 10 µM. hit rate 1.3% among 310,000;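 active = calcium-response B-score plate-corrected more than 3 library SD below zero, starting fluorescence within 5 deviations, no agonist response on first addition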;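 also: peak minus trough fluorescence over baseline after final BAM8-22 challenge near maximal dose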
# Target sequence (Q96LB2 whole entry, looked up): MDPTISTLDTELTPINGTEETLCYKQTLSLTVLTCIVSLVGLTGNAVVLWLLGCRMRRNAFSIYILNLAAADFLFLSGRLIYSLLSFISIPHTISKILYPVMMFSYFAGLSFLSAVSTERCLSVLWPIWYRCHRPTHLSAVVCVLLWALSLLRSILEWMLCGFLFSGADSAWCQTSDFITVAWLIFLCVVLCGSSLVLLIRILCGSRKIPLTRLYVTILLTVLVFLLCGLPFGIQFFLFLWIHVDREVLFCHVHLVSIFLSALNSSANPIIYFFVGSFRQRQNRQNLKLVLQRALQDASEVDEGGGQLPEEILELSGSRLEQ
# ANO1 activ: TMEM16A chloride channel activators or potentiators, primary screen, cell-based, HTS; HEK293 TMEM16A/YFP-H148Q/I152L, iodide quench fluorescence; active compounds read low; hit rate 0.3% among 340,000; Anoctamin-1 (Mus musculus), Q8BHY3; B-score at 10 µM; AID 623877, 2012;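 active = fluorescence-ratio B-score plate-corrected deviation score at least 3 library SD below zero, with starting fluorescence score within 5 deviations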;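 also: channel opened by trigger with iodide after compound preincubation; score built on the fluorescence ratio of max minus min over baseline; more negative score means more quench and so TMEM16A activation or potentiation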
# TMEM16A inh: TMEM16A chloride channel inhibitors, primary screen, cell-based, HTS; hit rate 1.2% among 310,000; Anoctamin-1 (Mus musculus), Q8BHY3; HEK293 TMEM16A/YFP iodide influx fluorescence, ionomycin; normalized B-score (activity score, 25-100; higher = stronger inhibition) at 10 µM;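 active = ratio plate-corrected score three or more library SD toward inhibition, starting fluorescence score within five deviations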;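 also: score derived from kinetic fluorescence span divided by baseline fluorescence per well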
# TRPC6 activator: mouse TRPC6 channel activators, primary screen, cell-based, HEK293, membrane potential dye; B-score at 10 µM; HEK293-TRPC6 membrane potential dye fluorescence; active compounds read high; AID 2550, 2010; hit rate 0.13% among 310,000;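 active = B-score of the integrated fluorescence ratio above library mean plus 3 SD, and starting fluorescence ratio within library mean plus 5 SD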;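 also: higher score means more depolarization so channel activation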
# MrgX1 agonist: agonists of human MrgX1 receptor, primary screen, HEK293 cells, Fluo-4 calcium flux; B-score at 10 µM; AID 588627, 2011; Mas-related G-protein coupled receptor member X1 (Homo sapiens), Q96LB2; hit rate 0.44% among 310,000; Fluo-4 calcium fluorescence, agonist mode; active compounds read high;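 active = calcium response B-score plate-corrected fluorescence ratio at least 3 library SD, with starting fluorescence B-score inside 5 SD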
#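 Assay system: MrgX1-expressing HEK293 cells / Amount: fifteen thousand cells per well / Doses: test compound in the initial addition of three / Timing: cells plated overnight, dye loaded 0.5 h 37 °C, 0.5 h room temperature / Technique: kinetic calcium dye fluorescence, Fluo-4 NW / Control set: positive and negative controls per plate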
# MrgX1 PAM: positive allosteric modulators of MrgX1, primary screen, HEK293 cells, Fluo-4 calcium flux; FDSS; active compounds read high; Mas-related G-protein coupled receptor member X1 (Homo sapiens), Q96LB2; B-score at 10 µM; hit rate 0.63% among 310,000;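 active = plate-corrected calcium response at least 3 library SD above typical, normal starting fluorescence, not activating the receptor alone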;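 also: compound read alongside a low EC10 to EC30 dose of BAM8-22 agonist; peak minus trough fluorescence over baseline measured at the second addition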
# SKKanGAS inh: S. pyogenes SKKanGAS growth inhibitors in kanamycin, primary screen, streptokinase expression inhibitor project, SKKanGAS strain, BacTiter-Glo luminescence. AID 1662, 2009. 6 h. hit rate 1.3% among 300,000. inhibition, % at 7.5 µM;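 active = mean replicate score, as percent of positive control median, at least 50; inconclusive = mean below 50 but one replicate at or above 50; inactive = mean and every replicate below 50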;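 also: strain carries kanamycin resistance gene driven by streptokinase promoter and grows in 40 µg/ml kanamycin; loss of luminescence reflects streptokinase promoter inhibition or plain growth inhibition; 0% = median of DMSO wells and 100% = positive control at its reference dose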
# RGS4 inh: RGS4 inhibitors, primary screen, cell-based, HEK293 M3R inducible RGS4, calcium flux | AID 463165, 2010 | hit rate 0.45% among 310,000 | Regulator of G-protein signaling 4 (Homo sapiens), P49798 | Fluo-4 calcium flux; active compounds read high; triggered by carbachol at its EC20 | B-score at 10 µM;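 active = B-score, a plate-corrected calcium signal, over three deviations above library mean, with baseline fluorescence within five deviations of library mean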;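 also: RGS4 expression induced by doxycycline in cells with stable M3 receptor; B-score is computed from the integrated fluorescence ratio over baseline after carbachol; higher B-score means a larger calcium signal and so more RGS4 inhibition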
# Target sequence (P49798 whole entry, looked up): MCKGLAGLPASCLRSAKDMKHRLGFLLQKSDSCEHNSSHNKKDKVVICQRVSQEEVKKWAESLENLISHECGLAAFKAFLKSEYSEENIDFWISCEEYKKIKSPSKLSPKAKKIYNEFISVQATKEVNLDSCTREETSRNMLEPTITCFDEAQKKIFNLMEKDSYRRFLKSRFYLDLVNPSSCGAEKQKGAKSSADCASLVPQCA
# Active calls of the source: *; i = inactive; ? = inconclusive; . = no result given.
# Results follow in this order: RGS4 pot | RGS4 inh | MrgX1 PAM | TMEM16A inh | MrgX1 agonist | ANO1 activ | HDAC3 inh | SKKanGAS inh | TRPC6 activator | MrgX1 antagonist | TRPC6 inhibitor
Cc1ccc(C(=O)OCC(=O)Nc2sc3c(c2C#N)CCCC3)cc1NC(=O)c1ccco1
    -7.5* | i | i | i | i | i | 9 | 12 | i | i | i
c1ccc2c(c1)CCCN2Cc1nnnn1C1CCCC1
    i | i | i | i | i | . | 4 | 1 | i | i | i
CCOC(=O)N1CCN(C(=S)Nc2cccc(C)c2)CC1
    i | i | i | i | i | i | -1 | 0 | i | i | i
Cc1ccc(NS(=O)(=O)c2csc(C(N)=O)c2)cc1C
    i | i | i | i | i | i | 3 | -1 | i | i | i
Cc1cc(CN2CCCCC2)oc1C(=O)O
    i | i | i | i | i | i | 3 | -17 | i | i | i
O=c1[nH]c(C2CCN(S(=O)(=O)c3cccc(C(F)(F)F)c3)CC2)nc2c1nnn2Cc1cccc(F)c1
    i | i | i | i | i | i | -1 | 30 | i | i | i
Cc1cccc(N2CCN(C(=O)C3(S(=O)(=O)c4ccc(Cl)cc4)CC3)CC2)c1C
    i | i | i | i | i | i | 3 | 1 | i | i | i
CCn1cc(C(=O)NCCC(=O)NCCCO)c(=O)c2cc3c(cc21)OCO3
    i | i | i | i | i | i | -3 | -4 | i | i | i
Cn1c(CNC(=O)c2ccc(F)cc2)nc2ccccc21
    i | i | i | i | i | i | -5 | -3 | i | i | i
C=CCn1c(SCC(=O)Nc2nnc(CC)s2)nnc1-c1ccncc1
    i | i | i | i | i | i | 3 | -4 | i | i | i
Cc1cc(-c2nnc3sc(-c4ccc(Cl)cc4Cl)nn23)n[nH]1
    i | i | i | i | i | i | 11 | 6 | i | i | i
NC(=O)CCN1CCN(C(=O)c2ccc3nc(Cc4cccc(Cl)c4)oc3c2)CC1
    i | i | i | i | i | i | -2 | -3 | i | i | i
C=CCSc1n[nH]c(=O)n1-c1cccc(C(F)(F)F)c1
    i | i | i | i | i | i | 0 | 7 | i | i | i
CC/C(O)=C1\C(=O)CC(c2ccccc2)CC1=NCCc1c(C)[nH]c2ccc(C)cc12 (stereo not drawn)
    i | i | i | i | i | i | 1 | 20 | i | i | i
O=C(Cc1ccccc1)NC(Nc1cccc2ccccc12)C(Cl)(Cl)Cl (stereo not drawn)
    i | i | i | i | i | i | -12 | 0 | i | i | i
CNC(=O)c1c(NC(=O)c2ccc(S(=O)(=O)N(C)c3ccccc3)cc2)sc2c1CCN(C(C)C)C2
    i | i | i | i | i | . | -3 | 7 | i | i | i
Cc1ccc(C)c(OCC(=O)NCCNC(=O)COc2cc(C)ccc2C)c1
    i | i | i | 100* | i | i | 2 | 6 | i | i | i
O=C/C(=C\Nc1ccccn1)c1nc2cc(Cl)ccc2o1
    i | i | i | i | i | i | 4 | -1 | i | i | i
COc1ccc(C)cc1NC(=O)C1CCN(S(=O)(=O)c2ccc3c(c2)C(C)(C)C(=O)N3C)CC1
    i | i | i | i | i | i | -1 | 1 | i | i | i
O=C(C[n+]1ccccc1)N/N=C/c1cc(Br)cc(Br)c1O
    i | i | i | i | i | i | 4 | 102* | i | i | i
COc1ccc(CN2C(=NC(=O)CCc3ccccc3)SC3CS(=O)(=O)CC32)cc1 (stereo not drawn)
    i | i | i | i | i | i | -2 | -6 | i | i | i
COc1ccc(Br)cc1CN1CCN(C(=O)c2cccc(OC)c2OC)CC1
    i | i | i | i | i | i | 2 | 2 | i | i | i
COCc1nnc(SCC(=O)NC(C)c2ccccc2)n1-c1ccccc1 (stereo not drawn)
    i | i | i | i | i | i | 2 | 0 | i | i | i
O=C(NC1CCCCC1)C(c1ccc2ncccc2c1)N(Cc1ccc2c(c1)OCO2)C(=O)c1cccs1 (stereo not drawn)
    i | i | i | i | i | i | 2 | -9 | i | i | i
Cc1onc(-c2c(F)cccc2Cl)c1C(=O)NCc1ccco1
    i | i | i | i | i | i | -1 | 2 | i | i | i
O=C(N/N=C(\c1ccccc1)c1ccccn1)c1cccc([N+](=O)[O-])c1
    i | i | i | i | i | i | 0 | ? | i | i | i
c1ccc(Cn2c(-c3ccccc3)c[n+]3c2SCCC3)cc1
    -11* | i | i | i | i | i | -7 | 8 | i | i | -9.9*
O=C(COc1nsnc1N1CCOCC1)N/N=C/c1ccccc1O
    i | i | i | i | i | i | . | -19 | i | i | i
Cc1nnc(SCc2nc3sc4c(c3c(=O)[nH]2)CCCC4)[nH]c1=O
    i | i | i | i | i | i | 0 | 15 | i | i | i
Cc1cc(C)c2c(N)c(C(=O)NCc3ccco3)sc2n1
    i | i | i | i | i | i | -4 | -9 | i | i | i
O=C(NCCC1=CCCCC1)c1cc(COc2ccc(F)cc2Cl)on1
    i | i | i | i | i | i | 7 | 0 | i | i | i
CCCc1cc(=O)oc2c3c(cc(OCC(=O)NCc4ccccn4)c12)OC(C)(C)CC3
    i | i | i | i | i | i | -54 | 0 | i | i | i
Cc1ccc(C)c(N2C(=O)CC(Cc3ccccc3)C2=O)c1 (stereo not drawn)
    i | i | i | i | i | i | -3 | 2 | i | i | i
COC(=O)c1c(-c2cccc(OC)c2)csc1N
    i | i | i | i | i | i | -1 | -2 | i | i | i
CCOC(=O)Cc1nc2nc(C)cc(C)n2n1
    i | i | i | i | i | i | -3 | -11 | i | i | i
COc1ccc(Cl)cc1NC(=O)c1[nH]c(C)c(C(C)=O)c1C
    i | i | i | i | i | i | 0 | -9 | i | i | i
COc1nc(OC)nc(N2CCC(C(=O)NCc3ccco3)CC2)n1
    i | i | i | i | i | i | -7 | 4 | i | i | i
COc1cccc(C(=O)NCCS(=O)(=O)NCCc2ccccc2)c1
    i | i | i | i | i | i | 4 | -6 | i | i | i
Cc1ccc(Nc2cc(C)nn2-c2nc(C)cc(C)n2)cc1
    i | i | i | i | i | i | 6 | 101* | i | i | i
CCOC(=O)N1CCN(C(=O)C2CCN(C(=O)c3ccc([N+](=O)[O-])cc3)CC2)CC1
    i | i | i | i | i | i | 4 | . | i | i | i
O=C(C1CCCCC1)N1CCC(c2nc3c(nnn3Cc3c(F)cccc3Cl)c(=O)[nH]2)CC1
    i | i | i | i | i | i | ? | 68* | i | i | i
CCOC(=O)CCNC(=O)N1CCCC(C(=O)c2cccc(Cl)c2)C1 (stereo not drawn)
    i | i | i | i | i | i | -15 | 10 | i | i | i
Cc1ccc(=O)n(C(C(=O)NCc2ccco2)C(=O)c2ccc(F)cc2)c1 (stereo not drawn)
    i | i | i | i | i | i | 4 | -13 | i | i | i
Cc1cc2oc(=O)cc(CN3CCc4ccccc43)c2cc1Cl
    i | i | i | i | 54* | i | -5 | 16 | i | i | i
CC(=O)c1ccc(Sc2ccccc2)cc1
    i | i | i | i | i | i | 0 | 3 | i | i | i
CC1CCN(C(=O)Cn2c(=O)n(CCCC(=O)NCc3ccco3)c(=O)c3sccc32)CC1
    i | i | i | i | i | i | -3 | 2 | i | i | i
Cc1ccc(OCC(=O)NCC(=O)Nc2ccc(F)c(F)c2F)c([N+](=O)[O-])n1
    i | i | i | i | i | i | 9 | -3 | i | i | i
O=c1c(C/C=C/c2ccccc2)c(O)ccn1CCc1c[nH]c2ccccc12
    i | 5.7* | i | i | i | i | 4 | 6 | i | i | i
COc1ccc(NC(=O)[C@H](C)NC(=O)C2CCN(S(=O)(=O)c3ccc(C)cc3)CC2)cc1OC
    i | i | i | i | i | i | -4 | 8 | i | i | i
CCCn1c(=O)c2ccccc2n2c(SCCOc3ccccc3)nnc12
    i | i | i | i | i | i | 1 | -7 | i | i | i
COCCCNC(=S)Nc1ccc2nc3n(c(=O)c2c1)CCCCC3
    i | i | i | i | i | i | 1 | 1 | i | i | i
COc1ccc(Cl)cc1NC(=O)N1CCC(C)CC1
    i | i | i | i | i | i | 5 | 10 | i | i | i
O=C(Cc1cccs1)NCc1ccncc1
    i | i | i | i | i | i | -3 | 28 | i | i | i
CCOc1c(Br)cc(C2CC(=O)Nc3cc(OC)c(OC)cc32)cc1OC (stereo not drawn)
    i | i | i | i | i | i | -1 | 10 | i | i | i
O=S(=O)(c1ccc2nc(Nc3ccccc3)ccc2c1)N1CCCCC1
    i | i | i | i | i | i | -2 | -4 | i | i | i
Cc1onc(-c2ccccc2)c1C(=O)N1CCN(C(=O)c2ccco2)CC1
    i | i | i | i | i | i | . | -4 | i | i | i
COc1ccc(Cn2c(SC)nc3ccccc32)cc1[N+](=O)[O-]
    i | i | i | i | i | i | 1 | 1 | i | i | i
COc1ccc(N2CCN(CCNC(=O)Nc3ccc([N+](=O)[O-])cc3OC)CC2)cc1
    i | i | i | i | i | i | 0 | 4 | i | i | i
CS(=O)(=O)N(CC(=O)N1CCCC1)c1ccc(Cl)cc1
    i | i | i | i | i | i | -7 | -2 | i | i | i
COc1ccc(F)cc1S(=O)(=O)NC1CCCCCC1
    i | i | i | i | i | i | 3 | 4 | i | i | i
COc1ccccc1CC(=O)Nc1ccc2c(c1)C(=O)NC2=O
    i | i | i | i | i | i | -4 | -2 | i | i | i
O=C(Nc1ccc2nc(-c3ccc(Br)o3)[nH]c2c1)c1cccs1
    i | i | i | i | i | i | 7 | 12 | i | i | i
COc1ccccc1N1CCN(CC(=O)Nc2nc(C)c(C(=O)N(C)C)s2)CC1
    i | i | i | i | i | i | 1 | 1 | i | i | i
